Compound activity: PubChem BioAssay, several laboratories
TbHK1 inh = blocks Trypanosoma brucei hexokinase 1 activity; recombinant TbHK1, G6PDH-coupled NADH A340; inhibition, % at 10 µM; 220,000 tested, 0.11% active;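 active means inhibition of 50% or more in the single-dose primary screen; inactive means inhibition below 50%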
Runt-SMMHC FRET = blocks binding of human RUNX1 Runt domain to CBFb-SMMHC; 220,000 tested, 0.74% active; Cerulean-Runt/Venus-CBFb-SMMHC FRET ratio 530/480, 1 h; Q01196+Q13951; inhibition, % at 20 µM;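 active means mean inhibition across duplicate retests at 20 µM reaching about 50%, limit read from the data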;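 further: 0% = DMSO wells and 100% = wells with excess untagged CBFb-SMMHC; inhibitors lower the FRET ratio by blocking Runt binding to CBFb-SMMHC; some results filed as inactive read as strong as hits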
Furin inhibitor = blocks human furin protease activity. purified furin, fluorogenic substrate cleavage. 220,000 tested, 0.061% active. inhibition, % at 30 µM. AID 463115; in the data active means inhibition above about 25%; further: inactives centre near -15
Target sequence (P09958 108-714 limits assumed): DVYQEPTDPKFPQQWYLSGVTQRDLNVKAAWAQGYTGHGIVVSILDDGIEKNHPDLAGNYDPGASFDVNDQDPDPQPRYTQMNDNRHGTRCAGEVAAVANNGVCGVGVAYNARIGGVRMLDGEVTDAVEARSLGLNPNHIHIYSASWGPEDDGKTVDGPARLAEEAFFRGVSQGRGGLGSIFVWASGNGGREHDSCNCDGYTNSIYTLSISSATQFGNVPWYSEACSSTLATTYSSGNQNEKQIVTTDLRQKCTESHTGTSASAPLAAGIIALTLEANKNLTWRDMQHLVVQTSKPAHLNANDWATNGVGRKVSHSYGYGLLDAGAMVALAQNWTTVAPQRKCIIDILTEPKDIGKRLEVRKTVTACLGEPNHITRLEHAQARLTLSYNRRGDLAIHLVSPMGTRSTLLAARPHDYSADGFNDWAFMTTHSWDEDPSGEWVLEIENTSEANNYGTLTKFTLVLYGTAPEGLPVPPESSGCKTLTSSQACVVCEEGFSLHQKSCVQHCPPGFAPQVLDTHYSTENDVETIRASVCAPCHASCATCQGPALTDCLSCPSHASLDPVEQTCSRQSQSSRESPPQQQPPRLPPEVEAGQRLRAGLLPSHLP
p97 inhibitor = inhibitors of human p97 ATPase | P55072 | recombinant p97 ATPase, Kinase-Glo ATP luminescence, 3 h | 220,000 tested, 0.42% active | inhibition, % at 8 µM; in the data active means inhibition above about 15%;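 further: 0% = DMSO vehicle and 100% = wells lacking enzyme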
NCF1 inh = p47phox (human) inhibition | p47phox/p22phox peptide binding, fluorescence polarization, 2 h | inhibition, % at 24.7 µM | 220,000 tested, 0.53% active | AID 1274;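 active means inhibition above about 30%, limit read from the data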;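 further: 0% = p47phox with labelled peptide and 100% = labelled peptide alone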
Target sequence (P14598 whole entry, looked up): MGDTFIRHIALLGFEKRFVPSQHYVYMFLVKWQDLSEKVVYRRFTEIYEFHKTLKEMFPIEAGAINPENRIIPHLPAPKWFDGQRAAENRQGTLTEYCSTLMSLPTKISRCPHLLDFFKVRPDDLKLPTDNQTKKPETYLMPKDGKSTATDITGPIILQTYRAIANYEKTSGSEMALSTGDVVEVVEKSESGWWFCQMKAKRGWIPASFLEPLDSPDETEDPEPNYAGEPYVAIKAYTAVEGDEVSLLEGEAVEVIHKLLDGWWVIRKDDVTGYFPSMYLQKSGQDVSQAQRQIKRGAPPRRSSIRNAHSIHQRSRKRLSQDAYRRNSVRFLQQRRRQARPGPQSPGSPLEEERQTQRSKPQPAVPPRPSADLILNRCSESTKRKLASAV
EBV gp42 inh = EBV gp42 inhibition; Q1HVG2; Fluorescence polarization binding assay, mP read-out; 220,000 tested, 0.42% active; inhibition, % (tested at 21.74 µM); in the data active means inhibition above about 50%
Calpain2 inh = calpain II (pig) inhibition; inhibition, % at 16 µM; purified calpain II, fluorogenic peptide substrate, 30 min; 220,000 tested, 0.37% active;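 active means inhibition above about 50%, limit read from the data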
RBBP9 inhibitor = blocks human serine hydrolase RBBP9; O75884; recombinant RBBP9, FP-Rh probe fluorescence polarization; inhibition, % at 7.94 µM; 220,000 tested, 0.2% active;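 active means inhibition above the campaign mean of all tested compounds plus 3 SD, cut at about 14% in these data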;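 further: plate controls were DMSO wells with RBBP9 for no effect and wells lacking RBBP9 protein for full effect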
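Material: RBBP9 protein. Amount: RBBP9 at 2.5 µM in dispensed solution, before mixing. Schedule: 30 min then 45 min, 25 °C. Medium: Tris buffer pH 8.0, NaCl, Pluronic. Measured by: fluorescence polarization. Measure: percent inhibition from mP, scaled between DMSO and no-protein wells. Replication: one well per compound.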
Runt-CBFb FRET = blocks binding of human RUNX1 Runt domain to CBFb; 220,000 tested, 0.46% active; Q01196+Q13951; inhibition, % at 20 µM; Cerulean-Runt/Venus-CBFb FRET ratio 530/480, 1 h; AID 1496;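 active means inhibition over about 50% at 20 µM in the single-dose screen, limit read from the data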;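 further: 0% = DMSO wells and 100% = excess unlabeled CBFb competitor control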
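Measured by: fluorescence energy transfer, 422 nm excitation, 530/480 nm emission; Assay system: Cerulean-Runt domain; Medium: Tris pH 7.5 buffer with BSA; Measure: loss of energy transfer signal; Controls: 5 µM unlabeled CBFb as full-inhibition high control; Incubation: protein complex preformed 1 h, compound exposure 1 h, room temperature, dark.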
The depositor's hits bear a star; i = inactive; · = no result given; [ ] = another dose, or the depositor's remark.

SMILES	TbHK1 inh	Runt-SMMHC FRET	Furin inhibitor	p97 inhibitor	NCF1 inh	EBV gp42 inh	Calpain2 inh	RBBP9 inhibitor	Runt-CBFb FRET
CCN(CC)C(=O)CSc1nnc(-c2ccc(S(=O)(=O)NCc3ccccc3Cl)cc2)o1	3	10	-14	-5	-11	-7	-7	-2	-5
O=C(Cn1cc2c(n1)CCCC2)N1CCOCC1	-3	-2	-19	5	3	-10	3	-2	2
O=C(/C=C/c1ccc(Br)cc1)NC1CCCCCC1	-9	-2	-14	1	-8	-8	-7	-6	-1
O=C(NCCN1CCOCC1)c1ccc([N+](=O)[O-])cc1[N+](=O)[O-]	0	3	-13[20 µM]	3	-13	0	-12	2	-2
C=CCn1c(SCC(=O)NCC)nnc1-c1cc2c(s1)CCC(CC)C2 (stereo not drawn)	-1	-1	-10	-6	-4	-5	23	-4	-6
CSCCC(NC(=O)c1ccccc1Br)C(=O)Nc1ccc(C)cc1 (stereo not drawn)	-1	-5	-24	3	-9	-20	-1	-10	2
CN1CCN(C(CNS(=O)(=O)c2cccs2)c2cccnc2)CC1 (stereo not drawn)	-1	0	-16	5	-12	-4	-6	2	0
COc1ccc(Cc2nnc(NC(=O)Cn3cnc4c3c(=O)n(C)c(=O)n4C)s2)cc1OC	-9	-10	3[20 µM]	4	0	6	-15	5	2
NC(=O)N/N=C/c1cccc(C(F)(F)F)c1	-1	0	-5	0	12	-9	22	-6	1
CCOC(=O)N1CCC(NC(=O)c2ccc(CO)c(C(=O)NC3CCN(C(=O)OCC)CC3)c2)CC1	-7	-2	-12	-3	-5	-7	0	-13	1
CC1CCN(c2nc3ccc(C(=O)N4CCN(Cc5ccccc5)CC4)cc3s2)CC1	-11	0	-16	-10	5	5	10	-12	0
COc1ccc(-c2nc(NC(C)=O)sc2-c2ccc(OC)cc2)cc1	-4	5	-23	1	-2	7	39	4	2
Cc1ccc(-n2nc(C)c3c(C)onc3c2=O)cc1	-7	2	-20	3	-3	-7	2	-1	0
Cc1ccc(NC(=O)CSCC(=O)Nc2ncc3c(n2)CC(c2ccco2)CC3=O)cc1 (stereo not drawn)	0	-1	-25[20 µM]	-6	-7	-15	-49	-4	11
COCCNC(=O)c1cn(Cc2c(F)cccc2Cl)nn1	2	-7	-6[20 µM]	3	-10	-12	5	-3	0
COc1ccccc1N(CCN1C(=O)c2cccc3cccc(c23)C1=O)C(=O)c1ccncc1	2	-3	-16	-4	-2	9	19	-4	2
O=C(COc1ccc(Cl)cc1)NCCCn1ccnc1	4	-1	-30	4	-8	-27	6	1	0
S=c1nc2ccccc2c2nc(-c3cccnc3)[nH]n12	-18	4	-25	4	-33	-8	-17	2	15
CCOc1ccc(C(=O)NCC(=O)OCc2ccc(F)cc2Cl)cc1	1	-1	11	-3	-2	-10	10	-6	-4
COc1ccccc1N1C(=O)C2C(C(=O)c3ccccc3)=NN(c3ccc(C)cc3)C2C1=O (stereo not drawn)	-1	-62	-4	-3	-12	119*	-50	-10	-349
CCOc1ccc(-n2c(=O)c3ccccc3c3ccccc3c2=O)cc1	-3	-1	-5	6	-10	-6	-28	-6	-1
CCN(C(=O)COC(=O)c1ccccc1SCC(=O)NC1CCCCCCC1)C1CCS(=O)(=O)C1 (stereo not drawn)	-1	4	-25	3	-13	-14	10	-4	-4
C=CCN(CC=C)CCOc1ccccc1F	22	-4	-9	9	-12	-1	-3	-3	0
Cc1cc(-c2ccc3ccccc3c2)n2ncnc2n1	-8	-2	-30	2	-4	-6	i	-9	1
O=C(NCCNC(=O)c1ccc(Br)o1)c1ccc(Br)o1	5	-4	-14	-5	-8	-13	-15	-4	2

5 structures out of the list, sorted by length of the SMILES, smallest number first.
SMILES	TbHK1 inh	Runt-SMMHC FRET	Furin inhibitor	p97 inhibitor	NCF1 inh	EBV gp42 inh	Calpain2 inh	RBBP9 inhibitor	Runt-CBFb FRET
O=C(Cn1cc2c(n1)CCCC2)N1CCOCC1	-3	-2	-19	5	3	-10	3	-2	2
Cc1cc(-c2ccc3ccccc3c2)n2ncnc2n1	-8	-2	-30	2	-4	-6	i	-9	1
Cc1ccc(NC(=O)CSCC(=O)Nc2ncc3c(n2)CC(c2ccco2)CC3=O)cc1 (stereo not drawn)	0	-1	-25[20 µM]	-6	-7	-15	-49	-4	11
CCN(CC)C(=O)CSc1nnc(-c2ccc(S(=O)(=O)NCc3ccccc3Cl)cc2)o1	3	10	-14	-5	-11	-7	-7	-2	-5
CCOC(=O)N1CCC(NC(=O)c2ccc(CO)c(C(=O)NC3CCN(C(=O)OCC)CC3)c2)CC1	-7	-2	-12	-3	-5	-7	0	-13	1

The results go on:
SMILES	TbHK1 inh	Runt-SMMHC FRET	Furin inhibitor	p97 inhibitor	NCF1 inh	EBV gp42 inh	Calpain2 inh	RBBP9 inhibitor	Runt-CBFb FRET
Cc1c(NC(=O)C(C)OC(=O)c2cc3c4ccccc4n(C)c3s2)c(=O)n(-c2ccccc2)n1C (stereo not drawn)	-43	-3	-18[20 µM]	-1	-11	-24	-107	-4	-4
CC(C)CC(=O)NC(C)C(c1cccs1)N1CCOCC1 (stereo not drawn)	-4	-3	-19	4	-3	-33	-11	3	1
N#Cc1c(SCC(N)=O)nsc1SCc1ccc(Cl)cc1	-3	-9	-23[20 µM]	-5	-6	4	41	-3	-4
COc1cc(/C=C2/SC(=S)NC2=O)ccc1OS(=O)(=O)c1ccc(C)cc1	17	-8	-3	-2	-58	-1	63*	-19	-3
O=C(Nc1ccc(Cc2ccncc2)cc1)c1cc([N+](=O)[O-])ccc1N1CCOCC1	-12	2	-17	5	-6	6	7	-1	-1
Cn1c(=O)c([N+](=O)[O-])c(Cl)c2ccccc21	-6	·	-3	5	-3	-6	-14	-3	·
COc1ccc(/C=C(\C#N)C(=O)C(C)(C)n2cncn2)cc1	2	-6	-13	1	-1	-10	-12	-3	-1
CCc1nnc(NC(=O)CSc2nc3cc(OC)ccc3cc2C)s1	-5	-2	-22	0	-5	-10	-17	-7	-3
COCCOC(=O)c1c(C)oc2ccc(NS(=O)(=O)c3ccc(C(=O)O)cc3)cc12	·	-1	·	·	9	-6	13	·	-1
CC(C)CNC(=O)CO/N=C/c1ccccc1Cl	-5	1	-13	2	-8	-20	8	-2	0
CCC(=Nc1ccccc1)C1=C(O)CCCC1=O	-2	2	-13	6	-6	-10	-14	-5	2
Cc1ccc(C2CC(=O)C=C(NCC(C)C)C2)cc1 (stereo not drawn)	31	-2	-23	0	-9	-7	-3	3	-1
O=C1CC(N2CCN(c3nc4ccccc4s3)CC2)C(=O)N1c1ccc(F)cc1 (stereo not drawn)	-1	-4	-24	0	-1	2	-12	3	-1
CCC(Sc1nc2n[nH]c(C)c2c(=N)n1-c1ccc(C)c(Cl)c1)C(=O)N1CCOCC1 (stereo not drawn)	-8	-6	-14	2	-8	7	0	0	-2
COc1cc(C(=O)Nc2ccc(N(C)C)cc2)c([N+](=O)[O-])cc1OC	-8	1	-8	-2	-9	-13	9	-4	4
COc1ccccc1N1CCN(CC(=O)Nc2ccc(Cl)c(C(F)(F)F)c2)CC1	-7	-4	-10[20 µM]	-9	-18	-12	-17	4	-9
CCn1c(Cn2nnc(-c3ccccc3)n2)nnc1SCC(=O)Nc1cccc(C)c1C	-4	-4	-10	-7	-12	-6	-7	-5	-4
Cc1ccccc1-c1nn2c(-c3ccccc3)nnc2s1	7	-9	-4	-5	-7	-20	22	-9	-5
Cc1cccc(-n2c(O)c(C=NC3CCS(=O)(=O)C3)c3ccccc3c2=O)c1C (stereo not drawn)	-31	-7	-6	5	-20	-20	7	2	2
O=C(CN1CCCC1)Nc1cc(F)ccc1F	-12	-3	-31	2	3	-8	-21	0	1
CS(=O)(=O)N(CC(=O)NCc1ccncc1)Cc1ccc(Cl)cc1	1	-2	-20[20 µM]	2	-25	3	8	-2	0
O=S(=O)(c1cccc(-n2cnnn2)c1)N1CCOCC1	-5	-2	-15	1	-12	-10	-18	5	-2
Cc1nc(N)ncc1Sc1ccc(Cl)cc1	6	0	-16	-2	-1	4	21	-10	1
O=C1Nc2ccc(Br)cc2C1=Nc1cccnc1	-11	-1	-33	4	-14	-11	-2	1	2
O=C(O)c1cccc2c1C(=O)c1cccc3snc-2c13	-10	47	-20	8	-7	11	-11	4	22

The listing continues:
SMILES	TbHK1 inh	Runt-SMMHC FRET	Furin inhibitor	p97 inhibitor	NCF1 inh	EBV gp42 inh	Calpain2 inh	RBBP9 inhibitor	Runt-CBFb FRET
CCN(CC)S(=O)(=O)c1ccc(N2CCCCC2)c(NC(=O)c2ccncc2)c1	-9	-2	-9	-2	-7	0	-5	-1	-1
Cc1cccc(C(=O)OCC(=O)NC(C)CCc2ccccc2)c1 (stereo not drawn)	-1	0	-21	-9	-13	1	-11	-5	-2
O=C(Nc1nc(N2C(=O)c3ccccc3C2=O)n(-c2ccccc2)n1)c1ccccc1	12	-1	-16	2	3	-7	28	0	2
Cc1cccc(C)c1NC(=O)C(=O)NCCc1c[nH]c2ccccc12	-1	0	-31	7	-13	-25	-9	-4	-1
O=C(CC1C(=O)NCCN1Cc1ccoc1)NCCCn1ncc2ccccc21 (stereo not drawn)	-2	-1	-12	2	-4	14	-4	-8	7
CCN1CCN(C(=O)CN(c2ccc(C)cc2)S(C)(=O)=O)CC1	-7	-1	-7[20 µM]	1	-4	-12	12	-7	-1
CCOC(=O)C(Cc1ccccc1)C(=O)Nc1nccs1 (stereo not drawn)	7	-1	-25	2	4	0	1	-11	0
Nc1c(-c2ccccc2)c(CSc2nc3ccccc3[nH]2)nn1-c1cccc(Cl)c1	0	-2	-2	1	-51	-43	-3	-18	-2
O=C(CCCc1nc2ccccc2s1)NC(c1ccccc1)c1ccccc1	-7	-2	-14	-3	4	-5	17	-9	-1
O=C(CSc1nncs1)NC(=O)NCc1ccco1	2	2	-8	7	11	4	-22	0	2
C[C@H](CO)NC(=O)[C@H](C)[C@@H]1C[C@@]1(C)[C@@H](NC(=O)OCc1ccccc1)c1ccccc1	-7	6	-11	1	-4	-3	-5	-13	-2
CCOc1ccc(OCC)c(NC(=O)c2[nH]c(C)c(C(C)=O)c2C)c1	-23	-3	-20	-3	-4	-6	-29	-3	0
Cc1nn(-c2ccc(F)cc2)c(C)c1NS(=O)(=O)c1ccc(Cl)cc1	-1	0	-11[20 µM]	-1	2	5	37	-3	3
COc1ccc2nc(C)cc(SCC(=O)N/N=C/c3cccc4ccccc34)c2c1	-28	-11	1[20 µM]	-5	27	-28	-38	-5	-4
O=c1cc(O)nc(SCc2ccccc2Cl)[nH]1	6	-12	-20	4	-20	-18	24	0	-2
CCN1CCN(C(c2cccs2)C(C)NS(=O)(=O)c2ccc(Br)cc2)CC1 (stereo not drawn)	14	3	-20	-3	-16	-15	-42	-1	0
COc1ccc(C(=O)Nc2cc(OC)c(Cl)cc2OC)cc1	-7	-2	-23	-1	-6	-17	16	-8	-1
CCOC(=O)C1=C(C)N=c2s/c(=C\C(=O)OC)c(=O)n2C1c1ccc(OC)cc1 (stereo not drawn)	-24	-4	-13	1	-6	-3	-164	-10	-6
COC(=O)c1[nH]c2cccc(OC)c2c1NC(=O)CCN1CCN(c2cccc(Cl)c2)CC1	-21	-1	-17	-5	0	-15	-213	-8	-4
CCN(Cc1ccccc1)C(=O)C1CCN(CC2CC=CCC2)CC1 (stereo not drawn)	17	1	-4	-4	-8	6	16	-7	-1
COC(=O)C1=C(C)N(C)C(=O)NC1c1ccsc1 (stereo not drawn)	-6	-6	-16	-1	-1	-1	-29	-1	0
COc1cccc(/C=C/C(=O)c2ccc(NC3=NCCCS3)cc2)c1	-15	-8	-23	10	-18	-45	-23	-1	-1

An unsorted share of the library; any-hit rate near 2.7%.
